K1F lysis inhibition – inhibition of K1F phage lysis, E. coli UTI89, bacterial capsule biogenesis inhibitors, alamar blue (AID 488966); E. coli UTI89 K1F phage lysis, alamar blue, 2 h; higher % means a stronger effect; one-dose inhibition, % at 100 µM; IC50 in µM for titrated hits; 340,000 tested, 0.02% active;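 active means phage lysis inhibition, versus mean bacterial control, above a set limit; inconclusive means no clear call, values can overlap the other calls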;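 further: capsule biogenesis inhibitors block K1F phage lysis so surviving cells raise fluorescence; higher fluorescence means more inhibition of phage lysis; actives were called in the ten point dose series up to 300 µM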
SV40 large T antigen – SV40 large T antigen inhibitors, biochemical (AID 1903). SV40 large T antigen ATPase/helicase inhibition assay; higher % means a stronger effect. inhibition, % at 20 µM, or IC50 in µM where a hit was titrated. 310,000 tested, 0.39% active; in the data active means a potency from the dose series; inconclusive means inhibition mostly from about 32% at the one dose, without a potency; inactive means the rest, 99 in 100 with inhibition below about 32%; further: strong numbers were not always called active
T cell HTS – T cell immune modulators affecting CD8 T cell-vesicle binding; 2C CD8+ T cell-vesicle binding, flow cytometry; hits give low values; calls only at 7 µM; 330,000 tested, 0.068% active;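 active means response, share of CD8 T cells binding vesicles, and their 90th percentile fluorescence all below set limits, cut at about 80% in these data, passing the limit was not always enough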
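Incubation: binding step 1.5 h, 37 °C, antibody labelling 20 min, ice; system: murine 2C transgenic CD8+ T lymphocytes; technique: cytometric PE anti-B7-1 and Alexa647 anti-CD8 signals after 1% paraformaldehyde fixation; also added: QL9-charged Drosophila Ld/ICAM-1/B7-1 vesicles; control set: naked versus QL9-loaded vesicles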
RSV antiviral HEp-2 – inhibition of RSV-induced cytopathic effect – HEp-2 cells, primary 10 µM value included (AID 2391). HEp-2 cells, RSV-induced CPE inhibition; higher % means a stronger effect. CPE inhibition, % at 10 µM, or IC50 in µM where a hit was titrated. 310,000 tested, 0.13% active; in the data active means a potency from the dose series; inconclusive means CPE inhibition mostly from about 23% at the one dose, without a potency; inactive means the rest, 99 in 100 with CPE inhibition below about 21%; further: strong numbers were not always called active
Rac1 GTP hydrolysis – MgcRacGAP GTPase-activating activity inhibitors, confirmation, biochemical, ADP Hunter fluorescence | MgcRacGAP-stimulated Rac1 GTP hydrolysis, ADP Hunter fluorescence; higher % means a stronger effect; GST-tagged Rac1 F28L mutant substrate | one-dose inhibition, % at 30 µM; IC50 in µM for titrated hits | 340,000 tested, 0.6% active | AID 624330;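 active means first-screen hits whose inhibition reached a set limit at any dose in the follow-up dose series; inconclusive means inhibition above the set first-screen limit but never retested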;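 further: fluorescence reports GDP produced by GAP-driven GTP hydrolysis; strong numbers were not always called active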
NS5 inhibitors – Dengue-2 NS5 methyltransferase inhibitors, primary screen, biochemical, confirmation dose response (AID 588689); Dengue-2 NS5 methyltransferase capping enzyme assay, biochemical; higher % means a stronger effect; inhibition, % at 25 µM; hits with a dose series show IC50 in µM; 340,000 tested, 0.3% active; in the data active means a potency from the dose series; inconclusive means inhibition above about 29% without an active follow-up result
NTR1 ag – agonists of NTR1, primary screen, imaging, U2OS cells, beta-arrestin-GFP, high content (AID 493036); P30989; NTR1-U2OS beta-arrestin-GFP spot imaging, agonist mode; activation, % at 20 µM; 330,000 tested, 0.17% active;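 active means activation at or above 40% of the spot to cytoplasm intensity ratio, with at least 20 cells analyzed; inconclusive means wells under 20 cells, flagged as cytotoxic or low count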;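 further: 0% = DMSO without peptide and 100% = 100 nM NTR1 peptide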
Target sequence (P30989 whole entry, looked up): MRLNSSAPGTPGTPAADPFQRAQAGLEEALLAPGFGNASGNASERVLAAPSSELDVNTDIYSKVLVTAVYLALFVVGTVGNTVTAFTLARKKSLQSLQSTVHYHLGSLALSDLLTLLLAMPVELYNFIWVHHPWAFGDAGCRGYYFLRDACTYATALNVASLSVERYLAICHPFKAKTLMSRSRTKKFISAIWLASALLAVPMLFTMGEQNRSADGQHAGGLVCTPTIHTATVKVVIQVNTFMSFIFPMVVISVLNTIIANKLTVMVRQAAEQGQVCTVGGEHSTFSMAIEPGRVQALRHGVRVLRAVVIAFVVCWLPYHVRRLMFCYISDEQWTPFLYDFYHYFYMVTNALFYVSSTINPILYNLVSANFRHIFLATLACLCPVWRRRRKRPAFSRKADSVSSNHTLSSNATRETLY
Salmonella PhoP GFP – inhibitors of PhoP regulon expression, primary screen, Salmonella Typhimurium, GFP reporter (AID 1863) | inhibition, % at 50 µM; hits with a dose series show IC50 in µM | 300,000 tested, 0.16% active | S. Typhimurium PhoP-regulated promoter GFP reporter, 4 h; higher % means a stronger effect;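 active means inhibition over 29.93%, a cutoff 3 SD above the screen mean, later confirmed by dose response; inconclusive means inhibition over 29.93% but no dose response follow-up; inactive means inhibition at most 29.93% or unconfirmed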;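 further: 0% = low Mg2+ inducing control and 100% = high Mg2+ repressing control; strong numbers were not always called active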
West Nile virus CPE – inhibition of WNV-induced cytopathic effect – cell-based, CPE readout (AID 1621) | West Nile virus-infected cells, CPE inhibition; higher % means a stronger effect | CPE inhibition, % at 10 µM; hits with a dose series show IC50 in µM | 290,000 tested, 0.02% active; in the data active means a potency from the dose series; inconclusive means CPE inhibition mostly from about 3.7% at the one dose, without a potency; inactive means the rest, 99 in 100 with CPE inhibition below about 2.2%; further: strong numbers were not always called active
T cell HTS vesicle-bound % – recorded beside T cell HTS, whose call it bears; double positive events, %; measured here: CD8+ vesicle-bound cell fraction;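 binding gate set so that unloaded-vesicle control wells show 10% double positive cells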
NTR1 ag cell count 20 µM – second read-out of NTR1 ag, no call of its own (marks repeat the call); cell count; measured here: cell count, cytotoxicity flag
NS5 inhibitors pilot replicate – also measured in NS5 inhibitors; calls as there; inhibition, %; measured here: pilot screen replicate inhibition
Starred values were filed as active, the others as inactive; i = inactive; ? = inconclusive; / = not tested or not shown; [ ] = dose if it differs, or a comment. Hits appear at their usual frequency. About 1.5% of those tested had a hit in this group.

SMILES | K1F lysis inhibition | SV40 large T antigen | T cell HTS | T cell HTS vesicle-bound % | RSV antiviral HEp-2 | Rac1 GTP hydrolysis | NS5 inhibitors | NTR1 ag | NTR1 ag cell count 20 µM | Salmonella PhoP GFP | West Nile virus CPE | others
CCOC(=O)c1ccc(NC(=O)CSc2nnc(CNC(=O)c3ccco3)o2)cc1 | -0.1% | 14.7% | i | 24.6 | -0.8% | 7.7% | -6.9% | -0.6 | 61 | 12.8% | 0.0%
O=S(=O)(Nc1ccc(S(=O)(=O)Nc2ncccn2)cc1)c1ccccc1 | -0.1% | -0.3% | i | 32.5 | 1.0% | 6.9% | -11.4% | -1.0 | 46 | 0.5% | 0.4%
CCN(Cc1ccccc1)S(=O)(=O)c1c(C)[nH]c(C)c1C(=O)N1CCCC1 | 0.3% | 13.5% | i | 5.9 | -0.2% | 8.0% | -5.0% | -0.2 | 64 | -2.7% | -0.6%
CC(C)OCCCNC(=O)CN1CCN(Cc2ccccc2Cl)C1=O | -0.7%[50 µM] | 1.1% | i | 59.3 | 1.2% | 5.6% | 2.1% | -0.9 | 36 | 2.5% | 0.0%
O=C(O)CCC(=O)N1CCN(S(=O)(=O)c2cccs2)CC1 | -0.2% | -13.8% | i | 63.4 | 0.6% | 11.5% | -2.7% | 0.8 | 50 | -7.3% | -0.3%
O=C(COc1ccccc1Cl)N1CCCCCCC1 | -0.2% | 1.0% | i | 43.7 | 0.7% | 9.2% | -0.8% | -0.2 | 69 | 0.3% | -0.5%
O=c1c(-c2ccco2)[n+]([O-])c2ccccc2n1OCc1ccccn1 | -1.5% | 18.9% | / | / | / | 10.6% | -1.6% | / | / | -17.4% | 0.0%
Cc1ccc(C)c(NC(=S)NC(=O)c2cncc(Br)c2)c1 | / | 14.1% | i | 33.3 | 0.1% | / | / | 3.4 | 70 | / | /
C=CCn1c(-c2cccnc2Cl)nc2ccccc21 | 0.0% | 9.0% | i | 58.8 | 0.9% | 12.6% | -5.3% | -0.9 | 66 | 8.5% | -0.8%
Cc1cccc(N2CCN(CC3CCCCC3)CC2)c1C | 0.0% | 5.1% | i | 58.1 | 1.7% | 10.1% | 2.9% | 3.3 | 53 | 9.4% | 0.0%
O=C(Nc1cccc(S(=O)(=O)N2CCCCC2)c1)C1CC(=O)N(Cc2ccccc2)C1 (centres undefined) | 0.9%[50 µM] | / | i | 48.0 | 4.1% | 2.7% | 2.9% | 0.8 | 37 | / | /
CC(C)Cn1c(SCC(=O)NCc2ccco2)nnc1-c1ccncc1 | -2.2% | 4.2% | i | 57.9 | 2.6% | -0.1% | -18.7% | 2.7 | 40 | 0.7% | 0.4%
CC1(C)CC(=O)C([N+](=O)[O-])=C(NCCCC(=O)O)C1 | 0.9%[50 µM] | 3.3% | i | 20.0 | 1.1% | 6.3% | -4.5% | 1.0 | 69 | -4.5% | 0.6%
COc1ccccc1CNC(=O)CN1CCN(c2ccc(C(C)=O)cc2)CC1 | -0.1% | 7.8% | i | 15.3 | 1.9% | 0.7% | -1.6% | 1.1 | 45 | -0.3% | 0.5%
O=C(NCCOC(=O)c1cccs1)c1cccnc1 | 1.4% | -2.0% | i | 36.9 | 0.3% | 5.8% | 4.3% | -0.5 | 27 | 11.7% | -0.1%
CCOC(=O)CSc1nnc(NC(=O)c2cc([N+](=O)[O-])cc([N+](=O)[O-])c2)s1 | -5.1% | 5.0% | i | 39.1 | 0.1% | 10.2% | 5.1% | 0.3 | 32 | 4.5% | 0.2%
Cc1nc(SCC(=O)N2CCOCC2)c2c(=O)n(C)c(=O)n(CC(C)C)c2n1 | 1.1% | / | i | 47.1 | / | 6.6% | -8.0% | 0.2 | 62 | / | /
Cc1cc(F)ccc1NCC(=O)Nc1ccccc1Br | 1.6% | 6.5% | i | 42.1 | 3.6% | -7.5% | -6.5% | 2.6 | 60 | 4.8% | -0.4%
CCc1cccc2c1NC(=O)[C@]21[C@@H]2C(=O)N(Cc3ccccc3)C(=O)[C@@H]2[C@@H]2CCCN21 | 0.4% | 1.1% | i | 38.5 | 0.7% | 12.2% | 0.8% | -0.2 | 88 | -4.3% | -0.2%
C#CCN(CC=C)C(=O)C1CCC(=O)N(CCCc2ccccc2)C1 (centres undefined) | 0.2% | -0.7% | i | 15.1 | 0.0% | 2.9% | 1.2% | 1.2 | 51 | 0.7% | -1.3%
CCOc1ccc(NC(=O)N(Cc2ccc(C)cc2)Cc2ccccn2)cc1 | -0.1% | 13.7% | i | 59.1 | 0.2% | 9.4% | -6.1% | -0.1 | 93 | 5.3% | -1.7%
Cc1cc(C(=O)N2CC=C(c3ccccc3)CC2)c2ccccc2n1 | -0.9%[50 µM] | 6.9% | i | 55.3 | 3.3% | 3.5% | 0.0% | 1.6 | 71 | -2.2% | /
Cc1ccc(C)c(OCC(=O)Nc2ccc(S(=O)(=O)Nc3ncccn3)cc2)c1 | 0.0% | 10.6% | i | 17.4 | 1.5% | 4.7% | -1.6% | 1.1 | 49 | -1.3% | 0.2%
CC(NC(=O)CNC(=O)C(Cc1ccccc1)NC(=O)OCc1ccccc1)C(N)=O (centres undefined) | 1.0% | 14.0% | i | 45.7 | 0.2% | 4.9% | -4.6% | 0.4 | 52 | -0.1% | 0.8%
Cn1c(/C=C/c2cccc(Br)c2)nc2ccccc2c1=O | -0.2% | 9.2% | i | 23.9 | 2.3% | -7.5% | -4.6% | 1.7 | 87 | 0.4% | -0.1%
CC1(C)CCC(=O)C=C1Nc1ccc(F)c(Cl)c1 | 0.8% | 12.4% | i | 54.7 | 0.5% | 5.3% | -0.8% | -1.2 | 58 | -5.1% | -1.7%
CC(C)NC(=O)c1onc(CSc2ccc(F)c(F)c2)c1C(=O)NC(C)C | 1.5% | 14.2% | i | 18.6 | 1.5% | 2.0% | 6.4% | -0.2 | 54 | -14.2% | -0.5%
CCCNC(=O)COC(=O)c1c2c(nc3ccccc13)CCC2 | -0.3% | -0.1% | i | 15.9 | 1.7% | 6.9% | -12.5% | 0.6 | 47 | 7.7% | 0.7%
CCCCNC(=O)CN1C(=O)NC(Cc2ccccc2)(Cc2ccccc2)C1=O | -0.2% | 6.4% | i | 46.6 | 0.1% | -0.4% | -14.7% | 2.3 | 34 | -9.0% | -0.1%
COC(=O)C1=C(C)NC(=O)CC1c1ccccc1OC (centres undefined) | -3.1% | 10.7% | i | 20.4 | -0.4% | 5.1% | 0.7% | -0.4 | 27 | -9.1% | -0.5%
CCOC(=O)c1ccc(NS(=O)(=O)c2cc(C)ccc2OC)cc1 | 0.1% | 3.0% | i | 7.1 | -1.8% | 4.5% | -5.2% | 1.2 | 88 | -5.0% | -1.3%
Cc1ccccc1-n1nc2c(c1NC(=O)c1c(-c3ccccc3Cl)noc1C)CS(=O)(=O)C2 | 1.1% | 2.9% | i | 57.3 | 1.6% | 6.4% | 0.0% | 2.0 | 65 | 1.5% | /
O=C(CO)C(O)C(O)C(O)CO (centres undefined) | 3.3% | -2.3% | i | 23.0 | 1.1% | 7.8% | -2.2% | 3.0 | 74 | 1.0% | /
Cc1ccc(S(=O)(=O)N2CCN(C(=O)c3ccccc3)CC2)cc1 | -0.1% | 22.9% | i | 41.9 | 0.0% | 0.3% | -4.6% | 2.4 | 79 | 3.4% | -0.7%
O=C(NNc1cccc(Cl)n1)c1ccc(Cl)cc1Cl | 0.3% | -4.5% | i | 32.0 | 4.9% | 6.8% | -2.5% | 0.3 | 84 | 7.4% | -0.2% | NS5 inhibitors pilot replicate=2.1
CCOc1ccc(NC(=O)C(C)Oc2ccc(C#N)cc2)cc1S(=O)(=O)N1CCCC1 (centres undefined) | 0.3%[50 µM] | / | i | 21.9 | -1.0% | 2.5% | 4.8% | -0.4 | 97 | / | /
COc1cc(/C=C2\SC(=S)N(CCC(=O)Nc3ccc(O)cc3)C2=O)cc(OC)c1OC | -0.2% | 5.3% | i | 19.5 | ? | 17.5% | 21.6% | -1.0 | 85 | -1.9% | ?
COc1ccc(NC(=O)Nc2cc(C)ccc2F)cc1OC | 0.3% | -1.8% | i | 50.0 | 1.1% | 10.0% | -7.2% | -1.5 | 92 | -3.6% | -0.7%
NC(Cc1ccc(Oc2ccc(O)cc2)cc1)C(=O)O (centres undefined) | / | 11.9% | i | 50.0 | -1.7% | / | / | 1.3 | 56 | 6.4% | /
COc1ccccc1C(=O)Nc1nnc(-c2ccc3c(c2)CCCC3)o1 | 3.7% | 3.5% | i | 35.5 | 15.7% | 4.0% | -5.6% | 5.0 | 48 | -11.1% | 0.1%
O=C(CN(C(=O)c1csnn1)c1ccc(F)cc1)NCCc1ccccc1 | -0.7% | 4.9% | i | 29.9 | 0.8% | 7.1% | 5.1% | 0.9 | 35 | 3.0% | -0.1%
CCn1c(SCC(=O)N/N=C/c2ccc(O)c(OC)c2)nc2ccccc21 | 0.5% | 20.4µM* | i | 54.4 | 2.9% | 12.0% | 1.8% | -0.2 | 81 | 4.3% | 0.1%
O=C(CNCc1ccccn1)Nc1cc(C(F)(F)F)ccc1N1CCOCC1 | 0.1% | 10.7% | i | 31.4 | 3.1% | 138µM* | -18.2% | 1.0 | 58 | 3.7% | -0.1%
COc1cccc(NC(=O)Cn2c(CCC(=O)O)ccc2-c2ccc(C)cc2)c1 | -0.1% | -5.2% | i | 29.0 | 2.6% | -5.2% | -5.4% | -1.4 | 29 | 0.5% | -0.7%
COCCCNCCC(CCC(C)C)c1ccc2c(c1)OCO2 (centres undefined) | / | 9.0% | i | 35.0 | / | / | / | 1.2 | 43 | -8.8% | -1.5%
O=C(N/N=C/c1cc(Br)cs1)c1ccccc1[N+](=O)[O-] | 0.5%[50 µM] | 14.6% | i | 17.3 | 9.9% | 11.1% | 5.7% | 2.3 | 82 | 1.2% | -0.4%
Cc1cccc(C)c1NC(=O)CNC(=O)c1c(C)nn(-c2ccccc2)c1Cl | 0.9%[50 µM] | 12.6% | i | 50.5 | -0.5% | 3.8% | 0.0% | -0.6 | 57 | -2.2% | /
O=c1[nH]cccc1-c1nc2ccccc2[nH]1 | -0.2% | 4.2% | i | 35.6 | 4.6% | 5.6% | -5.3% | -1.2 | 69 | -6.8% | -0.1%
